PI5P4Ka inh: blocks human PI5P4K alpha kinase activity. P48426. PI5P4Kalpha enzyme, ADP-Glo luminescence, 60 min; active compounds read low. max response, %. 330,000 tested, 1.2% active. AID 652105; active = max response of -50% or lower; inconclusive = between -30% and -50%; inactive = -30% or higher; also: value at the top dose of about 77 µM; % is scaled to controls: 0 for no effect and ±100 for the full control effect
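Quantitative HTS of the MLSMR library against PI5P4Kalpha with substrate. ATP added last at 5 microM final; room temperature, 60 minutes. Remaining ATP depleted, ADP converted and read as luminescence.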
Abeta rescue: A-beta toxicity reversal in yeast. yeast expressing A-beta42, growth rescue, OD600, 48 h; response scale: 0% DMSO, 100% iron-clioquinol control. Potency, µM (highest dose often 46.1 µM), inactives show at the highest dose growth rescue, actives largely listed as activators. 410,000 tested, 0.063% active. AID 1347071; also: potency is read from the fitted curve at half-maximal effect; nearly all actives have a fitted effect of over 55% in size
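Yeast growth medium received pinned compounds, then yeast cells expressing toxic A-beta were added; plates incubated at 30 C for 48 hr. Growth read as absorbance at 600 nm, normalized to DMSO and equimolar FeCl3 plus clioquinol controls.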
FUS suppressor: suppressors of FUS proteinopathy in yeast; S. cerevisiae FUS-expressing, growth rescue, OD600, 24 h; Potency, µM (highest dose often 76.6 µM), inactives show top-dose growth rescue (activation), usual class: activators; 390,000 tested, 0.24% active; AID 1347120;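 also: potency is read from the fitted curve at half-maximal effect; plate controls were DMSO vehicle for no effect and reference control for full effect; nearly all actives have a fitted effect of over 55% in size; some results filed as inactive show a strong effect at the top dose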
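Compound concentration series was pinned onto galactose-induced FUS-expressing yeast seeded at OD 0.005. Plates sat 24hr at 30C; absorbance at 600 nm gave growth. DMSO served as background control.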
EPAC1 antag: EPAC1 (human) antagonism | EPAC1 GEF assay, Rap1b-BODIPY-GDP exchange fluorescence | O95398 | AID 720709 | 360,000 tested, 0.14% active | Potency, µM (top dose mostly 115 µM), without a hit: at the highest dose activity change, negative = inhibition, usual class: inhibitors;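 also: potency is read from the fitted curve at half-maximal effect; plate controls were vehicle for no effect and positive control for full effect; nearly all actives have a fitted effect of over 50% in size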
Target sequence (O95398 whole entry, looked up): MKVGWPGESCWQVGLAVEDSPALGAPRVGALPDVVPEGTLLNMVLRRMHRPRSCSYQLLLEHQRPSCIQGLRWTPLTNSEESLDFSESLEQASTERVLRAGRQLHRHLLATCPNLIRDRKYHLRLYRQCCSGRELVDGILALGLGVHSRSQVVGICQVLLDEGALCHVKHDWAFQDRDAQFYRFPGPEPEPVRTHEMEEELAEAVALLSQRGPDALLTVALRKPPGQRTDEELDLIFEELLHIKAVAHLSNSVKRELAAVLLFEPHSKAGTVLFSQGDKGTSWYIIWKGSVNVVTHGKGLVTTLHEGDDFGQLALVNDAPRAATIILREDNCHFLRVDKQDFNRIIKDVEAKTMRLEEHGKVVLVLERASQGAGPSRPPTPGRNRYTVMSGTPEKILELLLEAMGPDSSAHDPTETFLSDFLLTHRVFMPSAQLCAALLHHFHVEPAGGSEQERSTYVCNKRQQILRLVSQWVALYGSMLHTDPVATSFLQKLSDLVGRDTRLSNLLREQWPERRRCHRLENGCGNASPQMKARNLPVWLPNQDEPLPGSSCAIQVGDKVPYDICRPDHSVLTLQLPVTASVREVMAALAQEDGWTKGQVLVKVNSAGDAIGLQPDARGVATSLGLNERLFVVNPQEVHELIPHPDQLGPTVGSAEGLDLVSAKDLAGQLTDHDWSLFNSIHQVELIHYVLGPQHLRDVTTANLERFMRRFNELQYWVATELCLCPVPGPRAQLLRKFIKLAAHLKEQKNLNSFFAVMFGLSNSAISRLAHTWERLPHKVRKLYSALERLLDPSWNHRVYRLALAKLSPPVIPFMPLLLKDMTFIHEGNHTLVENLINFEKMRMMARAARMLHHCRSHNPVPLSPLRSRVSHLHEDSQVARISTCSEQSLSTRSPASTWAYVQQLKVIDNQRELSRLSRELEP
IL-2 act: activators of IL-2. 360,000 tested, 0.065% active. activation, % (series mostly up to about 46 µM). IL-2 activation reporter assay, cell-based qHTS; stimulated with anti-CD3/CD4/CD28 beads; in transgenic mouse T cells; in the data active = activation above about 50%; inconclusive = mostly about 30% to 49%; also: 0% is about no effect
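Unstimulated transgenic mouse T cells, 750 per well, received compound and, after 60 minutes, anti-CD3/anti-CD4 bead plus anti-CD28 stimulation. EGFP and DsRed were quantified after 18 hours.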
WRN inhibitor: blocks human WRN helicase | Q14191 | WRN helicase unwinding, fluorescent forked duplex, kinetic | Potency, µM (series often up to 114 µM), without a hit: top-dose activity change, negative = inhibition, hits mostly inhibitors | 360,000 tested, 0.46% active; also: potency is read from the fitted curve at half-maximal effect; % is scaled to controls: 0 for no effect and ±100 for the full control effect; nearly all actives have a fitted effect of over 55% in size
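Kinetic fluorescence helicase assay: unwinding of a quenched forked DNA duplex (100 nM final) with 2 mM ATP final raises red fluorescence (525/598 nm). Compounds sat 15 min at room temperature with 20 nM WRN beforehand.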
EPAC1 agonist: EPAC1 (human) agonism; O95398; Potency, µM (series often up to 154 µM), without a hit: at the highest dose activation, actives largely listed as activators; 360,000 tested, 0.073% active; EPAC1 agonist qHTS, biochemical assay; response scale: 100% = response to 6.5 mM cAMP; also: potency is read from the fitted curve at half-maximal effect; nearly all actives have a fitted effect of over 60% in size
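Normalized to 6.5 mM cAMP, activity reflects EPAC1-catalysed release of BODIPY-GDP from Rap1B, followed kinetically over 30 min at 480 nm excitation, 540 nm emission. Reaction contained 100 nM EPAC1, 250 nM Rap1B-BODIPY-GDP, 50 uM GDP.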
PLK1 PBD block: blocks phosphopeptide binding to human PLK1 polo-box domain; P53350; Plk1 PBD binding of FITC phosphopeptide, fluorescence polarization; Potency, µM, inactives show max response, negative = inhibition, hits mostly inhibitors; 360,000 tested, 2.8% active; AID 720504; also: potency is read from the fitted curve at half-maximal effect; series mostly up to about 57 µM; % is scaled to controls: 0 for no effect and ±100 for the full control effect; nearly all actives have a fitted effect of over 65% in size
* hit, by the source's call; ? = inconclusive; . = no result given; & = joins results of further samples; [ ] = another dose, or the depositor's remark. Unless noted, calls follow the shape of the dose curve; as a rule, active = well fitted curve in the direction sought with a large enough effect; inconclusive = small, poorly fitted or top-dose-only effect, or another doubt; inactive = no such curve, though single readings can be large; an effect the other way counts as inactive or inconclusive.

SMILES	PI5P4Ka inh	Abeta rescue	FUS suppressor	EPAC1 antag	IL-2 act	WRN inhibitor	EPAC1 agonist	PLK1 PBD block
O=C(CCn1ccc2cc(S(=O)(=O)N3CCCC3)ccc21)NCc1ccccc1F	-3	0%	10%&10%	-24%	-0.4	-1%	7%	-10%
CCCc1nc2sc3c(SCC(=O)NCc4ccco4)ncnc3c2c2c1CCC2	.	9%	21%	?	0.4	40µM*	1%	?
Cc1nn(-c2ccccc2)c2c1C(c1cccnc1)N1C=C(S(=O)(=O)N3CCCCC3)C=CC1=N2 (stereo unspecified)	-3	3%	23%	-16%	0.2	-4%	14%	-3%
O=C(CNC(=O)c1ccco1)NCCCc1ccccc1	-2	3%	6%	-3%	-3.9	1%	3%	-7%
O=C(CSc1nccn1-c1ncc(C(F)(F)F)cc1Cl)c1ccc(Cl)cc1	-2	9%	-21%	11%	-0.2	10%	4%	?
Cc1nn(Cc2ccc(F)cc2Cl)c(C)c1[N+](=O)[O-]	3	2%	12%	-8%	0.0	-8%	4%	-3%
Cc1cccc(NC(=S)NC2CCCC2)c1C	0	?	-13%	10%	0.5	1%	14%	-1%
CCN1C=CC2=C(C#N)C(N)C(C#N)(C#N)C(c3ccccc3C(F)(F)F)C2C1 (stereo unspecified)	-6	14%	-8%	16%	3.1	0%	14%	-23%
CC1CCCCC1NC(=O)COC(=O)c1c2c(nc3ccccc13)/C(=C/c1ccco1)CC2 (stereo unspecified)	-83*	-14%	.	45µM*	0.6	?	-36%[inhibitor]	11µM*
CCS(=O)(=O)n1nc(C(=O)N2CCOCC2)nc1N	-1	2%	20%	-7%	-1.3	-1%	8%	-15%
COc1cccc(C(=O)OCc2cc(=O)oc3c(C)c(C)ccc23)c1OC	1	-5%	5%	10%	-0.1	-1%	4%	?
O=C(CC(Nc1ccccc1)c1ccc(F)cc1)c1ccccc1 (stereo unspecified)	12	-16%	.	-2%	-0.8	-4%	-11%	1%
Cn1cccc1/C=N/n1c(-c2ccccc2)n[nH]c1=S	2	19%	?	-2%	-0.2	-9%	8%	?
COCCCNC(=O)Cn1cnc2sc(C)c(S(=O)(=O)N3CCN(c4ccccc4OC)CC3)c2c1=O	0	11%&-8%	7%&-22%	3%	-0.4	2%	3%	-10%
COc1ccc(C(C#N)N2CCC(c3ccccc3)=N2)cc1 (stereo unspecified)	-3	-8%	16%	-3%	-0.2	-5%	-2%	-19%
Cc1ccc(S(=O)(=O)NNC(=O)/C=C/c2cccc(F)c2)cc1	-6	-2%	-8%	-12%	0.2	-2%	-3%	-5%
O=C1CCCC(O)=C1Sc1cc(Cl)c(Cl)cc1Cl	-4	-9%	-29%	6%	-0.1	4%	-5%	?
O=C(CSc1nnnn1-c1ccccc1)NC(=O)Cc1ccccc1	-2	7%	-25%	9%	0.9	2%	-5%	5%
COc1cccc(N(CC(=O)NC2CCCCC2)C(=O)Cn2nnc(-c3ccc(C)o3)n2)c1	-8	14%	-3%	-3%	0.8	-8%	4%	0%
O=C(N[C@@H](c1ccccc1)[C@@H]1C[C@H]1C(=O)O)OCc1ccccc1	-12	-6%	-20%	16%	2.7	1%	-17%	-3%
COc1cc(OC)nc(Nc2nc(C(N)Cc3ccc(Cl)cc3)cs2)n1 (stereo unspecified)	-1	8%	16%	-22%	-0.7	0%	-8%	-9%
COc1ccc(C2=NOC(CNC(=S)N3CCOCC3)C2)cc1 (stereo unspecified)	-3	-2%	14%	-22%	0.2	0%	7%	4%
CC(C)(CNS(=O)(=O)c1ccc(Cl)cc1)N1CCCCC1	.	20%	-4%	8%	-1.7	-4%[57.1 µM]	-4%	1%
COc1ccc(CC(=O)Nc2ccccc2N2CCOCC2)cc1OC	2	-4%	10%	-5%	2.3	2%	-3%	-5%

Five of the entries above in order of the PI5P4Ka inh value, largest number first:
mol	PI5P4Ka inh
COCCCNC(=O)Cn1cnc2sc(C)c(S(=O)(=O)N3CCN(c4ccccc4OC)CC3)c2c1=O	0
COc1cc(OC)nc(Nc2nc(C(N)Cc3ccc(Cl)cc3)cs2)n1 (stereo unspecified)	-1
O=C(CSc1nnnn1-c1ccccc1)NC(=O)Cc1ccccc1	-2
Cc1ccc(S(=O)(=O)NNC(=O)/C=C/c2cccc(F)c2)cc1	-6
O=C(N[C@@H](c1ccccc1)[C@@H]1C[C@H]1C(=O)O)OCc1ccccc1	-12

The listing continues.
SMILES	PI5P4Ka inh	Abeta rescue	FUS suppressor	EPAC1 antag	IL-2 act	WRN inhibitor	EPAC1 agonist	PLK1 PBD block
O=C(NCCCN1CCOCC1)c1cccnc1SCc1ccccc1Cl	2	-6%	-40%	7%	-4.2	10%	1%	3%
Cc1cc([N+](=O)[O-])nn1CC(=O)Nc1ccc(Cl)cn1	2	-5%	0%	-9%	-0.1	-1%	4%	-6%
CCOc1ccc(/C(CCC(=O)O)=N/NC(=S)NCCc2ccccc2)cc1	11	-12%	12%	?	-1.2	-14%	2%	?
CC(=O)Nc1ccc(S(=O)(=O)N(C)CC(=O)NNC(=O)c2cccs2)cc1	2	-6%	0%	2%	-0.5	-1%	-3%	6%
CCN(CC(=O)Nc1ccc(NC(C)=O)cc1)C(=O)CC1OC(=O)c2ccccc21 (stereo unspecified)	9	-2%	5%	-7%	2.5	-17%	2%	4%
Clc1ccc(Oc2cnc3ccccc3n2)cc1	9	21%	17%	1%	0.2	5%	-2%	-1%
COc1ccc(OC)c(CN2C(=O)c3ccccc3C2c2nnnn2-c2ccc3c(c2)OCCO3)c1 (stereo unspecified)	3	-10%	44%	-28%	-0.2	4%	-1%	-12%
CCC(=O)Nc1sc(C(=O)Nc2ccccc2F)c(C)c1C(=O)OC	2	-10%	1%	2%	-5.3	-4%	-3%	3%
COc1ccc(NC(=O)c2nc[nH]c2C(=O)NCc2ccccc2)cc1	1	5%	-19%	-11%	-0.1	-3%	-5%	5%
Cc1ccccc1C(=O)c1cccn1CC(=O)N1CCCCC1	1	.	-15%	-11%	0.3	-5%	15%	-7%
Cc1cc(C(=O)COC(=O)C2CC2)c(C)n1-c1ccc(F)cc1	7	4%	13%	-28%	1.0	-8%	-2%	3%
COCCn1c(C)cc(C(=O)COC(=O)CNC(=O)c2ccco2)c1C	-1	17%	-13%	5%	0.3	6%	-2%	-14%

As a working copy, some entries already given.
SMILES	PI5P4Ka inh	Abeta rescue	FUS suppressor	EPAC1 antag	IL-2 act	WRN inhibitor	EPAC1 agonist	PLK1 PBD block
Cc1cc(C(=O)COC(=O)C2CC2)c(C)n1-c1ccc(F)cc1	7	4%	13%	-28%	1.0	-8%	-2%	3%
COCCn1c(C)cc(C(=O)COC(=O)CNC(=O)c2ccco2)c1C	-1	17%	-13%	5%	0.3	6%	-2%	-14%

Further structures.
SMILES	PI5P4Ka inh	Abeta rescue	FUS suppressor	EPAC1 antag	IL-2 act	WRN inhibitor	EPAC1 agonist	PLK1 PBD block
CNc1ccc(Br)cc(C(=O)/C=C/c2cccc(Cl)c2Cl)c1=O	-28	-14%	-1%	-13%	15	-9%[11.6 µM]	1%	?
C/C(CC(=O)Nc1ccc(OCc2ccccc2)cc1)=N\NC(=O)C(=O)Nc1ccccc1C	0	4%	2%	-2%	0.0	-22%	9%	-8%
COc1ccc2nc(SCC(C)=O)c(C#N)cc2c1	1	-17%	17%	-29%	7.4	-24%	-10%	?
CCC(=O)N1c2ccc(S(=O)(=O)CCC(=O)NCCC3=CCCCC3)cc2CC1C (stereo unspecified)	2	8%	28%	-24%	0.8	8%	14%	-18%
O=C(COC(=O)CNC(=O)c1ccccc1Cl)Nc1ccccc1Cl	.	3%	-20%	7%	0.6	.	7%	.
COC(=O)Cc1c(C)c2c(OCc3nn[nH]n3)cc(C)cc2oc1=O	1	-9%	11%	3%	0.9	-10%	-2%	-3%
CC1Cc2ccccc2N1C(=O)CN1CCC(C(N)=O)CC1 (stereo unspecified)	0	16%	9%	-1%	1.7	2%	-2%	7%
CCOC(=O)c1c(CN(C)C)oc2cc(CN(C)C)c(O)c(CSc3ccccc3)c12	2	-14%	-3%	-17%	3.0	7%	2%	-8%
O=[N+]([O-])c1ccccc1C=NNc1ccccc1	-1	7%	-8%	0%	-0.6	-8%	-7%	-2%
CC(=O)Nc1ccc(S(=O)(=O)N(C)CC(=O)N/N=C/c2ccncc2)cc1	-17	-7%	-6%	-12%	-2.6	-6%	2%	-1%
O=CNn1cnc2c(oc3nc(-c4ccccc4)cc(-c4ccco4)c32)c1=O	-19	-6%	6%	-12%	-0.9	-1%	11%	?
O=C(O)c1cccc(-c2ccccc2)c1O	-1	1%	-1%	-12%	0.7	-9%	-3%	0%
Cc1cccc(NC(=O)c2oc(=O)c3ccccc3c2-c2ccccc2)c1C	-1	0%	.	1%	-2.4	-3%	14%	-9%
CCOCC(=O)Nc1ccc(OCc2ccccc2)cc1	-3	-17%	1%	7%	1.7	4%	-7%	-13%
COc1ccc(/C=C/C(=O)NC(=S)Nc2ccc(S(=O)(=O)Nc3cc(C)on3)cc2)cc1	?	4%	28%	?	-3.8	-32%	3%	?
CCOCCCNC(=S)NNC(=O)CCn1nc(C)c(Br)c1C	.	-9%	30%	17%	-1.1	-18%	0%	-8%
COC(=O)c1ccc(NC(=O)c2ccc(N(C)S(C)(=O)=O)cc2)cc1	.	20%	8%	2%	-0.5	-6%	-5%	1%
O=C(c1ccco1)N1CCN(C2CC(=O)N(c3ccc(F)c(Cl)c3)C2=O)CC1 (stereo unspecified)	-4	-30%	11%	-11%	-2.7	-2%	5%	-8%
CCCCOCCCNC(=O)c1cccc(OC)c1	0	11%	6%	-13%	-0.6	-21%	10%	-17%
COc1ccc(C(=O)NCc2ccc(C)cc2)cc1S(=O)(=O)N1CCCC1	-3	16%	6%	-28%	0.9	-1%	10%	-4%
CCOc1ccc(Cn2ccnc2CCl)cc1[N+](=O)[O-]	3	7%	24%	0%	0.3	7%	1%	-13%
CC(C)N(CCO)C(=O)CCc1nnc(Cc2cccc(C(F)(F)F)c2)o1	13	-1%	23%	-1%	-1.2	-7%	6%	-4%
Cc1c(Cl)c(C(F)(F)F)nn1CC(=O)NCc1ccco1	4	14%	-9%	-6%	-1.1	-9%	-5%	-5%
CC1(C)OC(=O)C(=CNc2ccc(F)cc2)C(=O)O1	.	1%	-3%	-1%	-2.3	-4%	11%	-8%
Cc1cccc(NC(=S)Nc2cccc3ccccc23)c1	-1	?	31%	-3%	1.8	4%	-5%	-6%
O=S(=O)(c1ccc(S(=O)(=O)N2CCCC2)cc1)N1CCCCC1	3	9%	17%	16%	-0.8	2%	0%	2%
